CHOP UPR activ: activators of apoptotic arm of unfolded protein response (CHOP); CHO-CHOP luciferase reporter, UPR activation, luminescence; percent of tunicamycin response over DMSO baseline; activation, % at 10 µM; 330,000 compounds, 0.34% hits; AID 449763;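 active means at 10 µM dose, activation of 40% or more, normalized to positive control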;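 further: 100% = tunicamycin at 10 µg/mL and 0% = DMSO alone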
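Assay system: CHO-CHOP cells, stable luciferase reporter of PERK-eIF2a-CHOP signalling / Buffer or medium: F12 plus 10% serum / Compound dosing: one dose, 10 µM in 0.5% DMSO / Times: 6 h compound treatment, 37 °C / Technique: luciferase luminescence / Read-out: % reporter activation, DMSO baseline versus tunicamycin full activation / Benchmarks: tunicamycin and DMSO controls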
CCR6 antag: CCR6 (human) receptor antagonism; CHO-K1 CCR6 PathHunter beta-arrestin, luminescence, CCL20-stimulated; AID 493098; inhibition, % at 20 µM; 340,000 compounds, 0.49% hits; P51684;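 active means compounds whose inhibition of the agonist-driven luminescence signal at 20 µM reaches about 50%, limit read from the data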;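 further: cells stimulated with CCL20 at 14 nM final; plate controls were DMSO with CCL20 for no effect and DMSO without agonist for full effect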
Target sequence (P51684 whole entry, looked up): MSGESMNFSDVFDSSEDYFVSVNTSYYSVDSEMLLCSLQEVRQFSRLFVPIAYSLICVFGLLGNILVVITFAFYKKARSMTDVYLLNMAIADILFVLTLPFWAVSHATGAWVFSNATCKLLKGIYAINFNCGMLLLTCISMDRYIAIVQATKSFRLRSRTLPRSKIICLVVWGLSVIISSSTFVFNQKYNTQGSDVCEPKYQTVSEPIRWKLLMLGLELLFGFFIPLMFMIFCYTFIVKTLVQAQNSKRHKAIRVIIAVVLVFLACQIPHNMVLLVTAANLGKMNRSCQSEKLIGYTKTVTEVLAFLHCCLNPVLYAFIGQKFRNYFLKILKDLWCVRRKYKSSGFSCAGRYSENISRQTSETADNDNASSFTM
Jurkat NFkB inh: inhibitors of the PMA/ionomycin-induced NF-kB reporter in Jurkat cells. PMA/ionomycin-induced NF-kB luciferase reporter, luminescence. inhibition, % at 4 µM. AID 435003. 330,000 compounds, 0.53% hits; in the data active means inhibition above about 50%
697 NFkB inh: inhibitors of the PMA/ionomycin-induced NF-kB reporter in 697 B cells. 697 B-cell NF-kB luciferase reporter, 16 h. inhibition, % at 4 µM. 330,000 compounds, 0.33% hits. AID 435022; in the data active means inhibition above about 35%
Mdm2 MdmX PPI: inhibitors of human Mdm2/MdmX interaction | 330,000 compounds, 3% hits | inhibition, % at 8 µM | SaOS-2 split-luciferase Mdm2/MdmX complementation, luminescence | O15151+Q00987;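 active means inhibition of at least 50% at 8 µM in the primary screen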
UPR XBP1 act: adaptive UPR (XBP1) activation. CHO-XBP1 luciferase reporter, IRE1-XBP1 UPR activation, luminescence; percent of tunicamycin response, DMSO as zero. activation, % at 20 µM. 330,000 compounds, 0.33% hits;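 active means versus positive control, 20 µM dose yields 30% or more activation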;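 further: 100% = tunicamycin at 10 µg/mL and 0% = DMSO only wells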
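Material – CHO cell line with stable XBP1 luciferase reporter · Buffer or medium – F12 plus 10% FBS · Compound – single point, 20 µM final compound, 1% DMSO · Schedule – 16-18 h cell attachment at 37 °C, then 6 h compound exposure · Signal – Steady-Glo luminescence read · Benchmarks – high control tunicamycin 10 µg/mL final, low control DMSO vehicle only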
Gli-Sufu block: Gli-Sufu pathway antagonism | Sufu-KO-LIGHT fibroblasts, Gli luciferase reporter luminescence | inhibition, % at 5 µM | 340,000 compounds, 0.74% hits;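 active means inhibition above about 55%, limit read from the data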;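 further: 0% = DMSO-treated cells and 100% = wells with medium but no cells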
EBI2 antag: EBI2 (human) antagonism | AID 651636 | P32249 | EBI2 beta-arrestin recruitment, luminescence, 7a,25-OHC stimulated | 360,000 compounds, 0.81% hits | inhibition, % at 5 µM; in the data active means inhibition above about 38%;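 further: enzyme fragment complementation signal reports receptor beta-arrestin coupling in cells; 0% = agonist plus DMSO wells and 100% = wells without agonist; some results beyond the cut were filed as inactive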
Target sequence (P32249 whole entry, looked up, the tested form may be a part): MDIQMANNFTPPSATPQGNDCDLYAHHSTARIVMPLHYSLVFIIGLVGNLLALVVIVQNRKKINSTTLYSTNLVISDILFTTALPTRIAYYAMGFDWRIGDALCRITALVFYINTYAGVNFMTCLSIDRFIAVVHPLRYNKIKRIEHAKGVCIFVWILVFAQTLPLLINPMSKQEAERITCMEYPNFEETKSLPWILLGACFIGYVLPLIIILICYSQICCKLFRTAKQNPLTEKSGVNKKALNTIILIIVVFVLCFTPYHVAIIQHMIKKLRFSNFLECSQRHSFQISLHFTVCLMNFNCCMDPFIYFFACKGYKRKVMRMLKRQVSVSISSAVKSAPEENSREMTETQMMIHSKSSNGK
CXCR6 block: blocks human CXCR6 beta-arrestin recruitment; O00574; CHO-K1 PathHunter CXCR6 beta-arrestin, luminescence; inhibition, % at 20 µM; 360,000 compounds, 0.36% hits; in the data active means inhibition above about 34%, passing the limit was not always enough;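 further: antagonist mode with CXCL16 agonist at 10 nM final; 0% = 10 nM CXCL16 with DMSO and 100% = unstimulated wells without agonist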
Target sequence (O00574 whole entry, looked up): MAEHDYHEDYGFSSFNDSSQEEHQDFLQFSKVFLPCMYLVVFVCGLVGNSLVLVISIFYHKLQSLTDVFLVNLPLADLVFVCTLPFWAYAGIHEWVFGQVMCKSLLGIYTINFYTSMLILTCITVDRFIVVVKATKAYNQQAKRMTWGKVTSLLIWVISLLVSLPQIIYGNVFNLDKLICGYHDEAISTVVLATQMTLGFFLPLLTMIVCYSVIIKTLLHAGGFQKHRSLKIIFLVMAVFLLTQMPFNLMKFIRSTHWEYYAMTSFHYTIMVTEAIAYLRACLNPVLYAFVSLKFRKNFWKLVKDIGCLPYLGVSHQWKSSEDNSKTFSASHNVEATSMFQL
The depositor's hits bear a star; x = no result given.

SMILES	CHOP UPR activ	CCR6 antag	Jurkat NFkB inh	697 NFkB inh	Mdm2 MdmX PPI	UPR XBP1 act	Gli-Sufu block	EBI2 antag	CXCR6 block
CC(C)NC(=O)CN(Cc1ccc2c(c1)OCO2)C(=O)CCC(=O)Nc1ccccn1	-0.3	10	4	9	4	-3	-10	-1	5
N#CC(c1ccccc1)N(CCCCl)C(=O)c1ccccc1 (stereo not drawn)	-1.1	4	-3	15	-21	2	-3	8	0
Cc1noc(C)c1CSCC(=O)Nc1cc(S(=O)(=O)N2CCCCC2)ccc1OC(C)C	0.1	5	4	-30	-12	-3	4	2	1
Cc1ccc(-n2ncc3c(=O)n(CC(=O)N4CCN(C(=O)c5ccco5)CC4)cnc32)cc1	-2.2	2	-8	7	25	3	3	2	3
COc1ccc(-c2ncc3ccccn23)cc1OC	1.6	-15	5	24	21	0	12	-24	-6
Cc1ccc(N2CCN(C(=O)CCc3nc4ccccc4[nH]3)CC2)c(C)c1	1.8	-3	-7	-1	16	-3	-8	17	0
O=C(O)CCCNC(=O)/C(=C\c1ccc(Cl)cc1)NC(=O)c1ccc(Br)cc1	-1.3	2	12	17	6	-3	2	1	-10
CC1Cc2cc(-c3csc(NC(=O)CCl)n3)ccc2N1C(=O)C1CC1 (stereo not drawn)	x	2	x	x	x	x	-14	-6	-7
COCCN(CCOC)C(=O)C12CCC(C)(C(=O)C1)C2(C)C (stereo not drawn)	-1.6	-6	-4	-15	-2	0	0	-3	-8
CC(Sc1nc2ccccc2c(=O)n1C)C(=O)NC1CCCCC1C (stereo not drawn)	3.8	14	12	-40	9	-2	59*	4	-7
CCN(C[C@H]1N[C@@](Cc2ccccc2)(C(=O)OC)[C@H]2C(=O)N(C)C(=O)[C@@H]12)C(=O)Nc1ccc(C(F)(F)F)cc1	0.9	17	3	2	13	-2	-3	4	2
C=CCn1c(C)cc(C(=O)CN2C(=O)c3ccccc3C2=O)c1C	-1.7	-4	3	-153	68*	-5	32	10	-8
CC1(C)CC(=O)C2=C(C1)N1C(=C(C#N)C2c2ccc(Cl)cc2)N=C(N)c2ccccc21 (stereo not drawn)	0.1	20	-12	-39	56*	0	0	1	14
O=C(COc1ccccc1)NS(=O)(=O)c1ccc(Cl)cc1	-1.2	2	-8	18	-6	-5	-3	-13	-4
CCC(=O)N1CCc2cc(Br)cc(S(=O)(=O)CCC(=O)NCC3CCCO3)c21 (stereo not drawn)	0.7	-12	10	-17	-17	-1	-2	-14	4
COc1ccc(S(=O)(=O)NCCc2cn3cccc(C)c3n2)cc1OC	0.3	1	14	13	-18	0	0	-1	-6
Cc1ccc(C)c(NC(=O)COC(=O)CNC(=O)c2ccccc2Cl)c1	-1.9	5	-1	12	21	-2	1	-6	-11
COCCOC(=O)C1=C(N)Oc2c(oc(CO)cc2=O)C1c1c(F)cccc1Cl (stereo not drawn)	0.9	1	-4	0	-25	-5	3	1	-1
COc1cccc(N(C(=O)CNC(=O)c2ccco2)C(C(=O)NC2CCCC2)c2ccco2)c1 (stereo not drawn)	1.0	7	6	6	5	1	0	3	6
CCCS(=O)(=O)Nc1ccc(-c2cn3c(n2)SCC3)cc1	2.1	-6	-12	-10	-2	-3	-7	-5	-2

In another format: four of the compounds above.
SMILES | CHOP UPR activ | CCR6 antag | Jurkat NFkB inh | 697 NFkB inh | Mdm2 MdmX PPI | UPR XBP1 act | Gli-Sufu block | EBI2 antag | CXCR6 block
CCC(=O)N1CCc2cc(Br)cc(S(=O)(=O)CCC(=O)NCC3CCCO3)c21 (stereo not drawn) | 0.7 | -12 | 10 | -17 | -17 | -1 | -2 | -14 | 4
COc1ccc(S(=O)(=O)NCCc2cn3cccc(C)c3n2)cc1OC | 0.3 | 1 | 14 | 13 | -18 | 0 | 0 | -1 | -6
Cc1ccc(C)c(NC(=O)COC(=O)CNC(=O)c2ccccc2Cl)c1 | -1.9 | 5 | -1 | 12 | 21 | -2 | 1 | -6 | -11
COCCOC(=O)C1=C(N)Oc2c(oc(CO)cc2=O)C1c1c(F)cccc1Cl (stereo not drawn) | 0.9 | 1 | -4 | 0 | -25 | -5 | 3 | 1 | -1

(listing goes on)
SMILES	CHOP UPR activ	CCR6 antag	Jurkat NFkB inh	697 NFkB inh	Mdm2 MdmX PPI	UPR XBP1 act	Gli-Sufu block	EBI2 antag	CXCR6 block
COC(=O)c1ccccc1NC(=O)Cn1c(=O)n(Cc2ccccc2)c(=O)c2c(C)c(C)sc21	2.3	11	0	10	7	1	0	20	8
CCCCCCN(C(=O)CCCCCN1C(=O)NC(c2ccc(-c3ccccc3)cc2)C(C(=O)OCc2ccccc2)=C1C)C(C)C(=O)NCCCC (stereo not drawn)	2.0	x	-5	1	19	-1	x	x	x
CC(C)N(C)CCOC(=O)c1ccccc1Cl	6.7	4	6	-6	0	0	-3	-3	-6
O=S(=O)(O)c1nc2ccccc2n1CCOc1ccccc1	0.7	-1	-15	9	8	-4	6	-4	-1
Cc1cc(/C=N\NC(=O)CC(=O)NC2CCCCC2)c(C)n1-c1ccc(Cl)c(Cl)c1	-1.7	-8	3	14	27	0	-8	5	-6
NC(N)=NC1=NC(=O)/C(=C/c2ccccc2-n2cccn2)S1	1.7	-4	3	9	23	0	-17	2	2
CC1(c2ccccc2)CC(C)(C)N(C(N)=O)c2ccccc21 (stereo not drawn)	0.9	4	-3	-19	4	-2	3	29	10
CCOc1ccc(N(CC(=O)NC(C)CC)S(C)(=O)=O)cc1 (stereo not drawn)	-2.2	-7	-22	-4	-38	3	-5	1	0
CC(O)c1nc2ccc(Cc3ccc4nc(C(C)O)[nH]c4c3)cc2[nH]1 (stereo not drawn)	-0.3	6	-21	-31	-19	2	-11	1	-9
Cc1c(OCC(=O)NCCCN2CCOCC2)ccc2c3c(c(=O)oc12)CCC3	-0.8	-12	4	14	-10	-3	-6	-6	0
CCOC(=O)c1sc(/N=C/C2=C(O)CC(C)(C)CC2=O)c(C(=O)OCC)c1C	7.7	3	-16	-22	16	6	4	-2	-12
C=CCc1c(C)nc(C)nc1N/N=C/c1ccccc1	0.0	-6	-16	-5	18	0	-2	-4	1
CCOC(=O)N1CCN(C(=O)CCn2c(=S)[nH]c3ccsc3c2=O)CC1	-0.3	-2	7	1	24	1	-3	-2	14
CC(O)C1CCC2C3CC[C@H]4CC(O)CCC4(C)C3CC3(OCCO3)C12C (stereo partly drawn)	-0.5	5	-1	-2	29	-2	2	12	3
O=C1ON(Cc2ccccc2)C(c2ccccc2)N1c1ccccc1 (stereo not drawn)	x	3	x	x	x	x	-14	3	-2
Cc1ccc(NC(=O)C2C(=O)N(C)c3ccccc32)cc1 (stereo not drawn)	1.1	2	7	0	22	-1	-7	-8	-6
O=C(/C=C/c1ccco1)Nc1cccc(NC(=O)/C=C/c2ccco2)n1	6.0	4	-18	19	7	-2	9	-9	-8
O=C(Cc1ccccc1)NNS(=O)(=O)c1ccc(F)cc1	1.3	-4	10	7	14	3	-16	-8	-5
COc1ccc(C2/C=C\CN(CC(C)C)CC(=O)N2Cc2ccc(F)cc2)cc1 (stereo not drawn)	9.2	15	-5	28	22	-3	-14	14	1
NC(=O)[C@@H]1CC2(CC(c3cccc(NC(=O)[C@H]4CCC(=O)N4)c3)=NO2)CN1C(=O)c1ccc(Cl)cc1 (stereo partly drawn)	0.2	14	-8	18	20	1	-11	-12	2
COC(=O)Cc1[nH]n(-c2ccccc2)c(=O)c1C(C)=Nc1ccccc1	3.5	20	-13	-8	-32	-2	-4	-15	10
Fc1ccc(NC(=S)NCc2ccccc2Cl)cc1	-2.2	-7	1	6	-7	-4	-1	-9	-9
COc1cccc(C(=O)NCCNC(=O)c2ccc(C)nc2)c1	1.0	16	3	18	5	-8	-12	-4	7
COc1ccccc1CNC(=O)c1ccc2ccccc2n1	0.4	-6	-11	3	31	1	-9	5	2
Nc1ccc2[nH]c(=S)[nH]c2c1	x	-12	x	x	x	x	-1	0	-2
CN(CC(=O)NCc1ccc(Cl)cc1)S(=O)(=O)c1cccc2nsnc12	-0.8	2	-2	-14	3	0	30	20	-9
CN1CCN(/N=C/c2nc(-c3cccc([N+](=O)[O-])c3)n3ccccc23)CC1	1.2	23	-4	-16	-6	-3	-11	-17	0
OCC[C@H]1C[C@H](O)[C@@H](O)[C@]2(Cc3ccccc3CCO2)O1	-0.3	-2	-1	20	5	0	-3	-18	4
Cc1ccc(NC(=O)COC(=O)c2ccc[n+]([O-])c2)c(Br)c1	2.0	6	-1	26	-15	0	-14	-4	-2
CCC(C)[C@H]1CNCCN1CCc1cccc(F)c1 (stereo partly drawn)	-1.2	5	4	-1	-10	-2	2	-4	4
O=C(c1ccc(Cn2c(=S)[nH]c3cc4c(cc3c2=O)OCO4)cc1)N1CCN(c2ncccn2)CC1	2.1	x	19	56*	31	-3	x	x	x
O=C1NC2(CCOc3ccccc32)C(=O)N1CC(=O)N(Cc1ccccc1)C1CCS(=O)(=O)C1 (stereo not drawn)	-1.1	-6	-15	-6	18	0	2	-2	-7
Cc1nc2c(c(-c3ccccc3)c1C#N)C(=O)c1ccccc1-2	1.2	7	1	4	26	5	1	6	13
Cc1ccccc1-n1nnnc1Sc1nnnn1-c1ccccc1	1.4	5	30	-74	98*	-3	12	-10	12
Nc1nc(SCC(=O)Nc2cccc([N+](=O)[O-])c2)n[nH]1	0.7	15	-6	11	21	-1	6	3	8
O=[N+]([O-])c1cccc(CSC2=NCCN2S(=O)(=O)c2ccccc2)c1	1.2	11	16	-51	21	2	11	3	6
CC(=O)N(C)C1=C(N2CCOCC2)C(=O)c2ccccc2C1=O	6.9	-2	87*	32	82*	1	23	-2	-6
O=C(CC(Nc1ccc(F)cc1)C(=O)O)c1ccccc1 (stereo not drawn)	1.5	1	-171	-233	-156	0	-93	4	6
COc1ccc(S(=O)(=O)N(C)C[C@H]2Oc3c(NC(=O)Cc4ccccc4)cccc3C(=O)N([C@H](C)CO)C[C@@H]2C)cc1	-0.3	3	-16	16	8	0	-21	6	5
O=C(CSc1nnc2ccc(-c3cccnc3)nn12)Nc1ccc(F)cc1	1.5	1	8	-2	22	0	-11	-6	-4
O=C(NC1CCCC1)c1cccnc1N1CCCCCC1	1.1	7	2	16	9	0	1	-7	1
O=C(COC(=O)CCC(=O)c1ccc(Cl)cc1)NCCc1ccccc1	-0.7	-3	8	16	-11	-3	3	1	0
Cc1nc(Nc2ccc(Cl)cc2)c2oc3ccccc3c2n1	-0.9	9	-15	-15	17	4	25	6	-6
O=C1c2ccccc2NC(c2ccc3c(c2)OCO3)N1O (stereo not drawn)	0.6	16	-50	-31	-21	-1	x	1	4
CC1(c2ccccn2)Nc2ccccc2-c2nc3ccccc3n21 (stereo not drawn)	0.9	18	-2	6	-17	-2	-29	8	2
CCc1n[nH]c(=S)n1/N=C/c1ccc(N(C)c2ccccc2)cc1	-0.8	26	7	-19	-7	-2	x	-11	20
Cc1onc(CO)c1C(=O)Nc1nccs1	-0.8	-2	15	-3	-16	-3	1	4	0
CCOc1ccc2ncc(S(=O)(=O)c3ccc(C)cc3)c(N3CCC4(CC3)OCCO4)c2c1	5.4	21	1	6	23	0	27	2	10
CCc1ccc(/C=C2\SC(=S)N(CCCC(=O)Nc3nccs3)C2=O)cc1	0.9	5	9	27	26	-4	50	-1	0
Cc1ccc(N(C(=O)CNC(=O)c2ccco2)C(C(=O)NC2CCCC2)c2cccnc2)cc1F (stereo not drawn)	1.4	-8	0	2	16	1	-1	-4	8
CCOC(=O)CSc1nnc(-c2ccc(Cl)cc2Cl)o1	-0.6	-14	-17	-15	9	0	7	-11	-2
